KDM5B inh: KDM5B demethylase inhibition; Potency, µM (series often up to 57.7 µM), inactives show at the highest dose activity change, negative = inhibition, most hits filed as inhibitors; KDM5B demethylase, FDH-coupled NADH fluorescence (FDH is formaldehyde dehydrogenase); 2.6% of 220,000 active; AID 1347165; Q9UGL1; active = well fitted inhibition curve with a large enough effect; inconclusive = small, poorly fitted or top-dose-only effect; inactive = no such curve, though single readings can be large or run the other way; also: 0% is about no effect; nearly all actives have a fitted effect of over 70% in size
Target sequence (Q9UGL1 whole entry, looked up): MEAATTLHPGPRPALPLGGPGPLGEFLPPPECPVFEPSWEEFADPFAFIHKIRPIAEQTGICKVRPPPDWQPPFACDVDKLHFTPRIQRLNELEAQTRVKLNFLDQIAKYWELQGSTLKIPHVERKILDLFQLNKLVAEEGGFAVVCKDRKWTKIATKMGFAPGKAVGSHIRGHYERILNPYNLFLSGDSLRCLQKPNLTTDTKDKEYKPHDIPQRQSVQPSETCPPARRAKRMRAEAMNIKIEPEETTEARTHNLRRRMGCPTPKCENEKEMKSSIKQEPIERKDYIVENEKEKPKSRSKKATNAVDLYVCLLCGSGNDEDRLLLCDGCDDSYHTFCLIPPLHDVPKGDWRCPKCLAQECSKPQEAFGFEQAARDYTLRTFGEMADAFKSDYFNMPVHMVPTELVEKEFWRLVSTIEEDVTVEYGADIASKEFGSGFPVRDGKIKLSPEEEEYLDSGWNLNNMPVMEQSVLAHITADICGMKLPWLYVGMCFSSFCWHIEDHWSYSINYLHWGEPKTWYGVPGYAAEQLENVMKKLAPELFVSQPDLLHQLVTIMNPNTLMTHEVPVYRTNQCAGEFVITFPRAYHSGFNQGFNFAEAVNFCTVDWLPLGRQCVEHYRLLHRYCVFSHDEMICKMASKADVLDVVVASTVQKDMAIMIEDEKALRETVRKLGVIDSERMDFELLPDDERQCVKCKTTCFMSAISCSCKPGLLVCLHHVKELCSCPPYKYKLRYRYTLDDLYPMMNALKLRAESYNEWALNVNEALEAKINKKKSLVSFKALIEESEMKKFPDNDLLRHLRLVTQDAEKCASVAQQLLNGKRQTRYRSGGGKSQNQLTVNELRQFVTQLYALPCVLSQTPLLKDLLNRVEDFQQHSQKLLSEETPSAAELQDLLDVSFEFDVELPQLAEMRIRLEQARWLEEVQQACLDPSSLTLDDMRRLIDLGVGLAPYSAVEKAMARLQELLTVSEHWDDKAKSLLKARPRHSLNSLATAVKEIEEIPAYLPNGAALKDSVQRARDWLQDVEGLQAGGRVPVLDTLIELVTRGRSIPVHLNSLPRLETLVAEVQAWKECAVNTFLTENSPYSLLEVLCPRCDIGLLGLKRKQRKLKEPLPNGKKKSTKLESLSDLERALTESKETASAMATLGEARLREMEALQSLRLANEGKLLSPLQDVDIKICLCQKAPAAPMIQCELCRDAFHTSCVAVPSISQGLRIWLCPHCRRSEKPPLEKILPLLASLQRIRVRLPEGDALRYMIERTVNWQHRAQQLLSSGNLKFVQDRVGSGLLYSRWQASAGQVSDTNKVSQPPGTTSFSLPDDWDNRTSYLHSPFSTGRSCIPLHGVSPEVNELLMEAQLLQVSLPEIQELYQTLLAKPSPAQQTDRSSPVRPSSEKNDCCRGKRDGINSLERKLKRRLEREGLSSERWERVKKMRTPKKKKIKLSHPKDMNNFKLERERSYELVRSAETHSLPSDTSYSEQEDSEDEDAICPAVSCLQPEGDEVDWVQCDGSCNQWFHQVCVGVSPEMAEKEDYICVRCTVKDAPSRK
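Coupled FDH/NAD⁺ fluorescence readout. KDM5BΔAP 200 nM final; compound titration, 10 min RT preincubation; substrate mix 12.5 µM H3K4me3, 25 µM 2-OG, 50 µM Fe(II), 100 µM ascorbate, 0.25 mM NAD⁺, 0.25 U/mL FDH; ΔRFU over 30 min.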
Starred values were filed as active, the others as inactive; i = inactive; ? = inconclusive; [ ] = remark or other dose. Potency is read from the fitted curve at half-maximal effect.

KDM5B inh | mol
15% | COc1ccc(-c2nnn(CC(=O)N3CCCC3c3ccc4c(c3)OCCO4)n2)cc1OC (stereo not given)
-21% | CCCCOc1ccc(/C=C/C(=O)c2ccc(O)c(OC)c2)cc1OCC
3% | Cc1cccc(N2CCN(C(=O)C3CCN(S(=O)(=O)c4cn(C)c(C)n4)CC3)CC2)c1C
16% | Cc1noc(-c2cn(C3CCCN(C(=O)c4ccc5c(c4)OCO5)C3)nn2)n1 (stereo not given)
10% | COC(=O)CC(NC(=O)c1ccc2c(c1)OCCCO2)c1ccc(F)cc1 (stereo not given)
-20% | CCOC(=O)c1ccc2c(c1)N(Cc1ccccc1)C(=O)c1ccccc1S2
-9% | CCOC(=O)Cc1csc(NC(=O)CCCC(=O)O)n1
-12% | CCOCCCNC(=O)c1cccc(C#N)c1
18µM* | CCn1ccc(C(=O)N2CCc3nc(NC)nc(C(=O)N4CCCC4)c3C2)n1
-16% | CC(=O)c1cccc(NC(=O)Nc2nnc(N3CCCC3)s2)c1
23% | CC(O)c1cc2n(n1)CCCN(C(=O)c1ccc(-c3nnn(C)n3)cc1)C2 (stereo not given)
-8% | COc1ccc(S(=O)(=O)N2CCCC(Cc3nncn3C)C2)cc1 (stereo not given)
11% | Cc1cccc(OCC(=O)N2CCN(c3cc(C(F)(F)F)nc(C)n3)CC2)c1
3% | CSCc1nnc(SCC(=O)c2[nH]c(C)c(C(C)=O)c2C)o1
? | COc1cccc(Nc2cc(-c3ccccc3)nc(C)n2)c1
-24% | CCOc1ccccc1/C=C(\C#N)C(=O)Nc1cccc(C(=O)O)c1
-16% | Cn1cnc(S(=O)(=O)N2CCCN(C(=O)c3ccncc3)CCNC(=O)CC2c2ccccc2)c1 (stereo not given)
4% | O=C(N/N=C/c1cccc(OCCCOc2ccccc2Cl)c1)c1ccccc1
-10% | Cc1nn(CC(O)COc2ccccc2)c(=O)c2ccccc12 (stereo not given)
-5% | Cc1cc(S(=O)(=O)N2CCCC(Cn3c(C)nc4cccnc43)C2)ccc1Cl (stereo not given)

In the list so far, these contain an aryl methoxy group.
KDM5B inh | mol
15% | COc1ccc(-c2nnn(CC(=O)N3CCCC3c3ccc4c(c3)OCCO4)n2)cc1OC (stereo not given)
-21% | CCCCOc1ccc(/C=C/C(=O)c2ccc(O)c(OC)c2)cc1OCC
-8% | COc1ccc(S(=O)(=O)N2CCCC(Cc3nncn3C)C2)cc1 (stereo not given)
? | COc1cccc(Nc2cc(-c3ccccc3)nc(C)n2)c1

3 of these compounds, set out differently:
Cn1cnc(S(=O)(=O)N2CCCN(C(=O)c3ccncc3)CCNC(=O)CC2c2ccccc2)c1 (stereo not given)
  KDM5B inh = -16%
CCCCOc1ccc(/C=C/C(=O)c2ccc(O)c(OC)c2)cc1OCC
  KDM5B inh = -21%
CCOC(=O)c1ccc2c(c1)N(Cc1ccccc1)C(=O)c1ccccc1S2
  KDM5B inh = -20%

More records.
KDM5B inh | mol
-22% | Cc1ccc(-c2noc(-c3ccc(N4CCCC4)c([N+](=O)[O-])c3)n2)cc1
? | CN1NC2(CCCCC2)NC1=S
22% | O=C(CCc1cccnc1)NC1(c2ccc(Br)cc2)CC1
8% | O=C(O)C1CCN(C2CCOCC2)CC1
0% | N#CSc1ccc(NC(=O)c2ccc3c(c2)OCCO3)cc1
-16% | O=C(Cn1ncn2nc(-c3cccs3)cc2c1=O)NCc1ccccc1Cl
-25% | O=C(C1CC2(CCNCC2)CN1)N1CCN(c2nc3ccccc3o2)CC1 (stereo not given)
-17% | COc1cc2c(cc1OC)C(COc1ccccc1OC)N(C(=O)CC(C)C)CC2 (stereo not given)
7% | CCN(CCCNC(=O)c1nn(-c2ccc(OC)cc2)c(=O)c2c1c1ccccc1n2C)c1ccccc1
? | Cc1ccc(O)c(C)n1
-35% | O=C(O)C/C(=C\c1ccc2c(c1)OCO2)c1nc2ccccc2s1
? | O=C1CC(c2ccccc2)c2ncn(-c3cc(F)ccc3F)c2N1 (stereo not given)
? | CCOc1ccc(NC(=O)CSC2=NC3(CCCCC3)Nc3ccccc32)cc1
2% | Cc1ccc(C(C)C)c(OCC(=O)NCc2ccc(Cn3cccn3)cc2)c1
9% | O=C(CSc1nnnn1C1CC1)Nc1ccc(N2CCN(Cc3ccccc3)CC2)cc1
-14% | CCc1ccc2nc(N(CCCN(C)C)C(=O)c3ccc(S(=O)(=O)N4CCc5ccccc5C4)cc3)sc2c1
-11% | CCOc1ccc(NC(=O)c2ccc3nc(Cc4ccccc4)oc3c2)cc1
4% | CCC(C)N(C(=O)COc1ccccc1C(=O)NCc1ccccc1)C1CCS(=O)(=O)C1 (stereo not given)
? | CCOC(=O)C(=CNc1cc(Cl)c(-c2ccco2)c(Cl)c1)C(=O)OCC
23% | Cc1cc(Cl)ccc1OCC(=O)N1[C@@H]2CC[C@H]1CC(NC(=O)c1ccncc1)C2 (stereo not given in full)

Random excerpt: 3 compounds from above.
KDM5B inh | mol
9% | O=C(CSc1nnnn1C1CC1)Nc1ccc(N2CCN(Cc3ccccc3)CC2)cc1
-17% | COc1cc2c(cc1OC)C(COc1ccccc1OC)N(C(=O)CC(C)C)CC2 (stereo not given)
-22% | Cc1ccc(-c2noc(-c3ccc(N4CCCC4)c([N+](=O)[O-])c3)n2)cc1

The list goes on.
KDM5B inh | mol
4% | CN(CCc1ccncc1)Cc1ccc(C#N)cc1
12% | COc1ccc(-n2ncc(C(=O)Nc3cccc(C(F)(F)F)c3)c2C2CCN(C(=O)OC(C)(C)C)CC2)cc1
? | COc1ccc(Nc2ncc(C(=O)Nc3cc(C)ccc3OC)c3ccccc23)cc1
5% | COc1ccc(C)cc1C(C)NC(=O)c1ccc2c(c1)OCO2 (stereo not given)
? | CCCCCNC(=O)c1ccc(Cn2ccn3nc4c(c3c2=O)CCCC4)cc1
6% | CC1(C)C(=O)N(Cc2ccccc2)[C@H]2CN(Cc3cccc(C(=O)O)c3)C[C@H]2[S+]1(=O)[O-]
? | O=C(c1ccc(OCc2cn3ccccc3n2)cc1)N1CCN(c2ccccn2)CC1
34%[activator] | COc1cccc(NC(=O)c2cccnn2)c1
-14% | C=CCNC(=O)CCc1c(C)nn(-c2ccc(F)cc2)c1Oc1ccccc1
6% | COCCCNC(=O)CSc1nc2cc3c(cc2c(=O)n1CCCC(=O)NCc1ccc2c(c1)OCO2)OCO3
17% | COc1ccccc1-n1c(SCC(=O)N2CCCC2)nnc1-c1ccccc1
270%[activator] | COC(=O)N1CCc2nc(-c3ccc(OC)cc3)nc(-c3ccccc3)c2C1
-2% | O=C(CSc1nc2ccccc2c(=O)[nH]1)Nc1ccccc1O
-21% | O=C(Nc1ccc(F)cc1)C1CCc2nc(N3CCN(C(=O)C4CCC4)CC3)sc2C1 (stereo not given)
70%[activator] | CNC(=O)c1nn(CN2CCN(Cc3cc(C)ccc3OC)CC2)c(=O)c2ccccc12
29% | COCC(=O)NC1CCCCCC1
-11% | CN(C)C(=O)c1cccnc1OC1CCN(C(=O)Nc2ccc(F)cc2F)C1 (stereo not given)
-13% | Cc1ccc(S(=O)(=O)CCC(=O)OCc2cc(=O)oc3cc(C)c(C)cc23)cc1
18% | CCCNC(=O)c1cn(C)nc1-c1ccc2c(c1)OCCCO2
4% | COc1ccc(CNC(=O)CN(Cc2ccccc2F)C(=O)c2csnn2)cc1
20% | O=C(Nc1ccc2c3c(cccc13)CC2)c1cccc(I)c1
-4% | CC1(C)Cc2c(C#N)c(Nc3ccccc3)n3c(SCC(=O)Nc4ccccc4)nnc3c2CO1
? | O=C(NCc1ccc(Cl)cc1)c1cc2c(s1)-c1ccccc1SC2
-3% | COc1cccc(CN2CCN(C(=O)c3cc(-c4ccncc4)nc4ccc(C)cc34)CC2)c1
-20% | CCOC(=O)c1ccc(NC(=O)CN2C(=O)NC3(CCOCC3)C2=O)cc1
-9% | Cn1cc2c3c(cccc31)CN(C(=O)c1cccs1)CC2
? | Cc1ccccc1NC(=O)c1nc(S(C)(=O)=O)ncc1N(Cc1ccco1)Cc1sccc1C
26% | Cc1ccc(C2Cn3nnc(-c4nc(-c5cccc(Br)c5)no4)c3CO2)c(C)c1 (stereo not given)
i | CCOCCCNc1oc(-c2ccc(S(=O)(=O)N(C)C)cc2)nc1C#N
-7%[86.2 µM] | C[S+](=O)([O-])N1CC2(Cc3ccccc31)CN(C(=O)C1CCCC1)C2
-1% | CC(C)(C)OC(=O)N1CCC(c2c(C(=O)N3CCOCC3)cnn2-c2cccc(F)c2)CC1
-11%[86.2 µM] | CN1[C@@H](CCC(=O)NCc2ccc(F)cc2)CNC(=O)[C@H]2NCC[C@H]21
38%[activator] | O=C(C1CCOCC1)N1C[C@H]2OC(=O)N(CCc3cccc(Cl)c3)[C@H]2C1
-11%[86.2 µM] | CC(C)CS(=O)(=O)N[C@H](C)c1onc(-c2cccnc2)c1C(=O)O
-6% | Clc1ccccc1C1=Nn2c(nnc2-c2ccco2)SC1
-15% | CC1=C(C(=O)OC2CCCCCC2)C(c2c(F)cccc2Cl)CC(=O)N1 (stereo not given)
11% | CCOC(=O)c1cc(-c2ccccn2)nc2c1c(C)nn2-c1ccc(C)cc1
6% | CCc1nc2c(c(-c3ccc(Cl)cc3)n1)CN(C(=O)c1ccccc1)CC2
? | CCCCSc1nnc2c(n1)OC(c1ccc(Br)s1)Nc1ccccc1-2 (stereo not given)
-10%[115 µM] | O=C(OCc1ccccc1)N1CCn2ncc(C(=O)N3CCOCC3)c2C1
-6% | CN(C)c1ccc(CN2CCC3(CC(Cc4ccccc4)=NO3)C2)cc1 (stereo not given)
131%[activator] | COc1ccc(-c2ocnc2C(=O)Nc2cc(OC)cc(OC)c2)cc1
14µM* | COc1cccc(-c2nc(-c3nnn4c3COC(c3ccccc3Cl)C4)no2)c1OC (stereo not given)
28µM* | COc1ccc(C(=O)N2C[C@@H]3C[C@H](C2)c2ccc(-c4ccc5ccccc5c4)c(=O)n2C3)cc1
2% | Cc1ccc(C)c(C(=O)Nc2cccc(-c3nnc4n3CCCC4)c2)c1
3% | CC(C#N)(NC(=O)COc1ccccc1C(F)(F)F)C1CC1 (stereo not given)
7% | CCN(CC)S(=O)(=O)c1ccc(C)c(NCc2ccccc2C#N)c1
? | CN(C)c1ccc(-c2nnc([C@H]3CCN(Cc4ccccc4F)C3)o2)cc1
-27%[86.2 µM] | COCC(=O)NC[C@@H]1C=C(C)[C@H](CC(=O)N2CCN(C)CC2)C[C@H]1C(C)C
-7% | C/C=C/C=C/C(=O)OCc1nc2c(c(=O)[nH]c(=O)n2CCCC)n1CC
24% | COCc1ccc([C@@H]2C[C@H]3CN(Cc4cccc(Cl)c4)C(=O)[C@]34CCCN24)o1
32µM* | c1ccc(-c2ccnc3nc(-c4cccs4)nn23)cc1
-35% | CCOC(=O)/C(C#N)=C/N1CCOCC1
-19% | CN(Cc1cccnc1)Cc1nc(C2(O)CCN(Cc3ccccc3C(F)(F)F)CC2)cs1
13% | CC1(C)CC(=O)C2=C(C1)Nc1nc(N)[nH]c(=O)c1C2c1ccc2c(c1)OCO2 (stereo not given)
-11% | COc1ccc(CNC(=O)C2(c3ccc(NC(C)=O)cc3)CCCCC2)c(OC)c1
19% | O=C(NCC1CCCO1)c1cn(Cc2ccccc2)nc1-c1ccc(Cl)cc1 (stereo not given)
? | COc1ccc(Cl)cc1NC(=O)NCCn1c(=O)oc2ccc(C)cc21
? | COc1cncc(N2CC3(COCC(=O)N(Cc4ccccc4)C3)C2)c1
? | COC(=O)Cn1c(SCCOc2ccccc2Cl)nc2ccccc21

Additional records:
KDM5B inh | mol
-8% | COc1ccc(Cl)cc1NC(=O)Cc1ccc(NC(=O)N2CCCCc3ccccc32)cc1
-21% | COc1ccc(NC(=O)Cn2c(=O)n(CCCC(=O)NCc3ccccc3Cl)c(=O)c3ccccc32)c(OC)c1
10% | O=C(CCc1ncc(-c2ccc(Cl)cc2Cl)o1)NCC1CCCO1 (stereo not given)
-4% | COc1cc(C#N)cc(Cl)c1O
-142% | O=C(CN1CCN(C(=O)c2cc(-c3ccc(Cl)cc3)nc3ccccc23)CC1)N1CCOCC1
-14% | COc1ccc(N2CC(C(=O)NCc3ccc4c(c3)OCO4)NC2=O)cc1 (stereo not given)
0% | Cc1c(CN2CCOc3ccc(C(=O)NCc4ccccc4F)cc3C2)cnn1C
21% | CC(C)C(=O)NN(C(=O)C(C)C)c1nc2ccccc2s1
22% | O=C(O)c1cccc(I)c1
? | CCN(Cc1ccccc1)C(=O)c1c(C)oc2ncn(C)c(=O)c12
? | CCOC(=O)C1=C(C)N=c2s/c(=C\c3ccc(OCC(=O)O)cc3)c(=O)n2C1c1ccccc1OC (stereo not given)
3% | O=C1CC(c2ccccc2)N(S(=O)(=O)c2cccc3cccnc23)CCCCCCN1 (stereo not given)
6% | Clc1ccc(Nc2c3c(nc4ncnn24)CCC3)cc1
-7% | O=C(NCCc1ccco1)c1ccc(CN2C(=O)CSc3ncccc32)cc1
2% | COc1cc(OC)c(NC(=O)c2nn(-c3ccc(C)cc3)c(=O)c3c2c2ccccc2n3C)cc1Cl
1% | COc1cc(NC(=O)Cn2nnc(-c3ccc(C(F)(F)F)cc3)n2)c(C(=O)O)cc1OC
9% | COC(=O)c1cn(C(=O)c2ccccc2)c2ccccc12
5% | CC[C@H]1CN(C(=O)Nc2cccc(C(F)(F)F)c2)CC[C@H]1CC(=O)N[C@@H](CO)CC(C)C
14% | CC(NS(=O)(=O)c1ccc(F)cc1)C(=O)Nc1ccccc1 (stereo not given)
21% | CN(C)CC/C=C1\c2cc(Cl)ccc2Sc2cc(F)c(F)cc21
-7% | O=C(CN1C(=O)NC2(CCS(=O)(=O)CC2)C1=O)Nc1ccc(F)cc1F
-11% | COCc1cc(Cn2cc(-c3cncnc3)nn2)[nH]n1
13% | CCOc1ccccc1Oc1coc2cc(OC(=O)c3ccc(C)cc3)ccc2c1=O

From PubChem BioAssay

Not all compounds are listed; count on the stated rates, not on these rows.
